# SUMO1-SIM PPI: modulators of SUMO1 protein-protein interactions, primary screen, biochemical, uHTS; AID 602429, 2012; hit rate 0.33% among 360,000; inhibition, % at 20 µM; SUMO1 binding to a labelled peptide, TR-FRET, 1 h; Small ubiquitin-related modifier 1 (Homo sapiens), P63165; in the data active means inhibition above about 37%
# Target sequence (P63165 whole entry, looked up): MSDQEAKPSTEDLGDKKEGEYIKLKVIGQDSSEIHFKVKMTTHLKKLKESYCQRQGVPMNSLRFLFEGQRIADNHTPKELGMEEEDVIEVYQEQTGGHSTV
# DNMT1 block: human DNMT1 methyltransferase inhibitors, primary screen, biochemical, molecular beacon, fluorescence, HinP1I cleavage, uHTS; hit rate 0.83% among 360,000; inhibition (reported as % activation of signal), % at 10 µM; DNA (cytosine-5)-methyltransferase 1 (Homo sapiens), P26358; AID 588458, 2011; in the data active means inhibition above about 50%
# Scp-1 inhibitor: Scp-1 phosphatase inhibitors, primary screen, biochemical, colorimetric, uHTS; Recombinant Scp1, phosphopeptide, malachite green phosphate absorbance; AID 493091, 2011; hit rate 0.88% among 340,000; inhibition, % at 20 µM;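 active means inhibition above about 50% at 20 µM, limit read from the data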;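 further: plate controls were DMSO wells with enzyme for no effect and wells lacking enzyme for full effect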
# Target sequence (Q9GZU7 76-261 limits assumed): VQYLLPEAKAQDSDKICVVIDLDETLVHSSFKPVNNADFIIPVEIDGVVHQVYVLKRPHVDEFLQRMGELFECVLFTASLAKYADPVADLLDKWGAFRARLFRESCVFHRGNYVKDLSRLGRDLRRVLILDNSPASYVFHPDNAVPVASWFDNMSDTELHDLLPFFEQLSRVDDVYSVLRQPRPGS
#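 Material: truncated SCP-1 phosphatase (76-261aa) / Buffer or medium: 50 mM Tris acetate pH 5.5, 0.005% Tween-20, 10 mM MgCl2 / Compound dosing: one concentration, 20 µM, with 1.0% DMSO / Incubation: 45 min room-temperature reaction, 5 min colour, 30 min stabiliser / Detection: colorimetric free-phosphate detection, absorbance 630 nm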
# STEP inh: STEP phosphatase inhibitors, primary screen, biochemical, fluorescence intensity, uHTS | Tyrosine-protein phosphatase non-receptor type 5 (Homo sapiens), P54829 | recombinant STEP, OMFP fluorogenic substrate | inhibition, % at 20 µM | hit rate 0.25% among 360,000 | AID 588621, 2011;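 active means inhibition at 20 µM, scaled per plate between control wells, above about 37%, limit read from the data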;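 further: 0% = DMSO with enzyme and substrate and 100% = substrate only without enzyme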
# Target sequence (P54829 whole entry, looked up): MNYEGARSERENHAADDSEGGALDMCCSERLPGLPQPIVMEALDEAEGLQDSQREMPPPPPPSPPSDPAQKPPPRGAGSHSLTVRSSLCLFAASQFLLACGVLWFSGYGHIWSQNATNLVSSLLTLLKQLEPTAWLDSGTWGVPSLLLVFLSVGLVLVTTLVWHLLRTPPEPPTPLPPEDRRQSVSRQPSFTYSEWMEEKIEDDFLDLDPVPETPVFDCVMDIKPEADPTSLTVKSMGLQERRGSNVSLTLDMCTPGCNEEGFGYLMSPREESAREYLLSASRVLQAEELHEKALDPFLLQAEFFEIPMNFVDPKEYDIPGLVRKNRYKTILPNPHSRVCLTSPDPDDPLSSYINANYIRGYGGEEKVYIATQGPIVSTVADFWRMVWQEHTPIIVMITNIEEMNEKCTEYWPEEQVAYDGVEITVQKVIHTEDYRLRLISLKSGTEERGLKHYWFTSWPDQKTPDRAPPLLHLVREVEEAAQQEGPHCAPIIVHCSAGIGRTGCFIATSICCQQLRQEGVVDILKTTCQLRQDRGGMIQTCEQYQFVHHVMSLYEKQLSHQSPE
#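 Assay system: isolated STEP enzyme. Buffer or medium: pH 6.0 Bis-Tris with DTT and Tween 20. Also added: fluorogenic phosphatase substrate OMFP at 25 µM final. Dosing: 20 µM, 1% DMSO. Timing: 20 min reaction, room temperature, in the dark. Measured by: fluorescence intensity, excitation 480 nm, emission 540 nm. Evaluation: normalized % inhibition.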
# SKN-1 block: suppressors of acrylamide-induced Pgst-4::GFP reporter in worms, primary screen, SKN-1 inhibitor project, whole organism, uHTS, GFP/RFP fluorescence ratio, strain VP596. AID 624304, 2012. hit rate 0.49% among 360,000. inhibition, % at 21.8 µM. C. elegans VP596 Pgst-4::GFP/RFP ratio, 24 h;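 active means interference check ratio from 0.5 to 1.5 plus GFP to RFP signal ratio inhibition reaching or exceeding a fixed threshold, cut at about 30% in these data, passing the limit was not always enough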; further: some compounds called inactive have numbers as strong as hits
# LMPTP inh: LMPTP phosphatase inhibitors, primary screen, biochemical, fluorescence intensity, uHTS; recombinant LMPTP-A, OMFP fluorogenic substrate; inhibition, % at 20 µM; hit rate 0.22% among 360,000;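 active means compounds that cut the enzyme signal by at least half of the control window in the single-dose screen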;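 further: plate controls were DMSO wells with enzyme plus substrate for no effect and substrate without enzyme for full effect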
# Target sequence (P24666 whole entry, looked up): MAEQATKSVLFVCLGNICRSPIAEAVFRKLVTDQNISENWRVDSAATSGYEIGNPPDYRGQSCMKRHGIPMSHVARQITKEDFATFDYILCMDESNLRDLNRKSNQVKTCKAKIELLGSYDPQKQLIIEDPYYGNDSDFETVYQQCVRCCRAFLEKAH
#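 Test system – LMPTP-A phosphatase enzyme · Quantity – 0.625 nM LMPTP-A final · Reagent – OMFP substrate, 400 µM final · Dosing – one test concentration per compound, 20 µM, with 3% DMSO overall · Timing – 50 min enzyme reaction at room temperature, protected from light · Detection – fluorescence intensity · Controls – substrate-only low control, DMSO enzyme-plus-substrate high control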
# NRP1-CendR mod: modulators of CendR peptide binding to NRP-1, primary screen, biochemical, fluorescence polarization, uHTS; inhibition, % at 25 µM; FAM-RPARPAR peptide binding to NRP-1; hit rate 0.85% among 360,000; Neuropilin-1 (Homo sapiens), O14786; AID 602438, 2012;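 active means inhibition or corrected inhibition above about 18%, plus a signal ratio from 0.5 to 1.5, limit read from the data, passing the limit was not always enough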; further: strong numbers were not always called active
# NadD inh: inhibitors of S. aureus NadD, primary screen, biochemical, colorimetric, uHTS | AID 602399, 2012 | hit rate 0.78% among 360,000 | purified NadD enzyme, colorimetric absorbance read-out | inhibition, % at 20 µM | Nicotinate-nucleotide adenylyltransferase NadD (Staphylococcus aureus N315); in the data active means inhibition above about 26%; further: some compounds past the cut are filed as inactive
# MT1-MMP act inh: blockers of MT1-MMP proenzyme processing, primary screen, HT1080 RFP-PRO-GFP cells, GFP/RFP fluorescence; hit rate 0.061% among 360,000; GFP/RFP ratio change, % at 20 µM; Matrix metalloproteinase-14 (Homo sapiens), P50281; GFP/RFP ratio fluorescence, overnight; percent of plate control window, DMSO zero; AID 651647, 2012;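 active means GFP/RFP ratio change of at least 30% with cell ATP level not reduced by more than half and red fluorescence within 50% of control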; further: strong numbers were not always called active
#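 Test system: HT1080 RFP-PRO-GFP cells; Benchmarks: DMSO and RFP-L50D-GFP cell wells; Timing: cells overnight before dosing, compound overnight, 37 °C, 5% CO2; Compound: one 20 µM compound dose with 1% DMSO; Read-out: GFP/RFP fluorescence ratio.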
# Rpn11 block: Rpn11 (PSMD14) deubiquitinase inhibitors, primary screen, biochemical, fluorescence polarization, uHTS; 26S proteasome non-ATPase regulatory subunit 14 (Homo sapiens), O00487; human 26S proteasome, Ub4-pepOG fluorescence polarization; 20S core pre-blocked with epoxomicin; calls only at 20 µM; hit rate 0.59% among 360,000;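 active means inhibition at 20 µM, scaled to each plate's controls, above about 33%, limit read from the data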
# Numbers without * were called inactive; i = inactive; . = no result given; + = active, no number.
cpd	Molecule	SUMO1-SIM PPI	DNMT1 block	Scp-1 inhibitor	STEP inh	SKN-1 block	LMPTP inh	NRP1-CendR mod	NadD inh	MT1-MMP act inh	Rpn11 block
1	O=C1NC(Cc2ccc(O)cc2)c2nc3ccc(Br)cc3c(=O)n2-c2cc3ccccc3cc21 (configuration not stated)	-2	-18	.	0	16	-0.4	9	31*	-22	i
2	C=C(C)COc1ccc(-c2ncncc2-c2ccc(Cl)cc2)c(O)c1	-1	2	0	2	-11	2.4	-5	-2	-2	i
3	O=C(Nc1ccc(S(=O)(=O)N2CCCC2)cc1)c1cccnc1Cl	3	3	-6	-3	-20	-1.1	8	-7	-4	i
4	COc1cc(C(=O)COC(=O)c2ccc([N+](=O)[O-])o2)cc(OC)c1OC	-29	-6	0	2	16	0.2	21*	-2	-1	i
5	COc1ccc(OC(C)C(=O)N2CCOCC2)cc1 (configuration not stated)	1	1	1	0	4	-3.1	-12	1	6	i
6	O=C1c2ccccc2C(Nc2ccc(-c3nc4ccccc4[nH]3)cc2)N1Cc1ccco1 (configuration not stated)	17	-20	-15	7	6	32	-4	12	2	i
7	COCCCN1C(=O)C(CC(=O)NCc2ccco2)CC(C(=O)N(C(C)C)C(C)C)=C1C (configuration not stated)	4	0	.	0	1	-1.0	16	-10	0	i
8	COc1ccc(Cc2nnc(NC(=O)Cn3cnc4c3c(=O)n(C)c(=O)n4C)s2)cc1	6	3	-8	-3	10	-0.1	3	-3	2	i
9	CCN1CCN(c2ccc(S(=O)(=O)N3CCCCC3)cc2NC(=O)/C=C/c2ccc(F)cc2)CC1	-10	-3	5	2	11	0.6	-2	8	-3	i
10	Cc1cc(NS(=O)(=O)c2ccc(NC(=O)c3ccc(Cl)nc3)cc2)nc(C)n1	2	7	.	-3	5	0.3	0	1	0	i
11	CCOc1ccc(NC(=O)N(C2CCCC2)C2CCN(C(C)=O)CC2)cc1	0	3	4	-4	-1	-0.5	-10	-7	-3	i
12	COCc1c(CCl)cnc(C)c1O	-4	2	-6	-1	-2	-1.8	-4	0	0	i
13	O=c1c2cn[nH]c2nc(SCc2c(F)cccc2F)n1-c1ccc(Cl)cc1	-4	-4	2	-1	9	2.0	-9	6	-6	i
14	O=c1c2c(nc3cc(-c4ccc(F)cc4)[nH]n13)CCCC2	11	-2	27	-5	16	2.2	17	-4	2	i
15	Cc1ccc(NC(=O)CCc2ccc(C)o2)c(C)c1	1	1	-3	0	14	0.2	2	-2	1	i
16	Cc1cccc(OCC(O)Cn2c(N3CCCCC3)nc3c2c(=O)[nH]c(=O)n3C)c1 (configuration not stated)	0	-3	-6	-2	-7	-0.3	12	6	-10	i
17	CC1=NNC(=O)C1C(c1ccc(F)cc1)C(C#N)C#N (configuration not stated)	0	-5	4	-4	-13	-0.6	1	-1	2	i
18	CCOc1ccc(-c2nc(N)ncc2Oc2ccc(OC)cc2)c(O)c1	-5	-8	6	-4	2	4.1	0	-3	-1	i
19	O=C(N/N=C/c1sc(N2CCOCC2)nc1-c1ccccc1)c1ccccc1O	0	-1	-34	0	9	0.7	-44	10	9	+
20	COCCNC(=S)N(C)[C@H]1C[C@H]2c3cc(-c4ccccc4)ccc3CCN2C(=O)[C@H]1[C@H](C)O	-2	-3	.	4	-3	-1.0	-3	0	8	i
21	Cc1ccc2cc(CN(C(=O)c3ccncc3)C(C)C)c(=O)[nH]c2c1	1	-4	0	-3	-8	0.9	-19	10	-7	i
22	O=C(COC(=O)/C=C/c1cccc(Br)c1)NCc1ccco1	-12	4	2	2	-5	0.5	1	-2	2	i
23	NS(=O)(=O)c1ccc(CCNC(=O)Cc2ccc(S(=O)(=O)N3CCCC3)s2)cc1	-1	10	76*	6	-7	4.1	-6	-8	-4	i
24	CCN(CC)S(=O)(=O)c1ccc(/C=C/C(=O)Nc2ccccc2N2CCOCC2)cc1	-12	-2	-1	2	-6	1.6	3	-1	4	i

# Shown screen by screen: part of the list above
14: O=c1c2c(nc3cc(-c4ccc(F)cc4)[nH]n13)CCCC2
15: Cc1ccc(NC(=O)CCc2ccc(C)o2)c(C)c1
16: Cc1cccc(OCC(O)Cn2c(N3CCCCC3)nc3c2c(=O)[nH]c(=O)n3C)c1 (configuration not stated)
17: CC1=NNC(=O)C1C(c1ccc(F)cc1)C(C#N)C#N (configuration not stated)
18: CCOc1ccc(-c2nc(N)ncc2Oc2ccc(OC)cc2)c(O)c1
19: O=C(N/N=C/c1sc(N2CCOCC2)nc1-c1ccccc1)c1ccccc1O
20: COCCNC(=S)N(C)[C@H]1C[C@H]2c3cc(-c4ccccc4)ccc3CCN2C(=O)[C@H]1[C@H](C)O
21: Cc1ccc2cc(CN(C(=O)c3ccncc3)C(C)C)c(=O)[nH]c2c1
Assay by compound,14,15,16,17,18,19,20,21
SUMO1-SIM PPI,11,1,0,0,-5,0,-2,1
DNMT1 block,-2,1,-3,-5,-8,-1,-3,-4
Scp-1 inhibitor,27,-3,-6,4,6,-34,.,0
STEP inh,-5,0,-2,-4,-4,0,4,-3
SKN-1 block,16,14,-7,-13,2,9,-3,-8
LMPTP inh,2.2,0.2,-0.3,-0.6,4.1,0.7,-1.0,0.9
NRP1-CendR mod,17,2,12,1,0,-44,-3,-19
NadD inh,-4,-2,6,-1,-3,10,0,10
MT1-MMP act inh,2,1,-10,2,-1,9,8,-7
Rpn11 block,i,i,i,i,i,+,i,i

# Later entries.
cpd	Molecule	SUMO1-SIM PPI	DNMT1 block	Scp-1 inhibitor	STEP inh	SKN-1 block	LMPTP inh	NRP1-CendR mod	NadD inh	MT1-MMP act inh	Rpn11 block
25	COCC1CCCN(Cc2nc(Cc3ccccc3)no2)C1 (configuration not stated)	1	3	6	-3	-4	-2.7	9	1	-2	i
26	CCC(C)NC(=O)Nc1ccc(Br)cc1Cl (configuration not stated)	-1	4	4	-1	26	0.5	-5	-7	5	i
27	C/C(Cl)=C/CSc1nn2c(=O)c3ccccc3nc2s1	-1	1	-3	4	6	0.1	26*	-1	-1	i
28	Cc1ccccc1NC(=O)NCC1CCCO1 (configuration not stated)	0	2	3	0	-1	0.5	-4	0	-2	i
29	O=C(OCCn1cncn1)c1cc2ccccc2oc1=O	-20	3	11	-9	-24	-0.3	11	-1	-3	i
30	COC(=O)COc1ccc(S(=O)(=O)Nc2ccc3c(c2)OCO3)cc1Cl	1	-3	3	-4	-4	0.7	2	-6	3	i
31	Cc1c(OCc2ccccc2)c(=O)ccn1Cc1ccc(Cl)cc1	-1	-6	15	6	24	2.0	18	-1	-4	i
32	N#Cc1c(-c2ccc(Cl)cc2)cc(-c2cccs2)nc1SCC(=O)O	2	9	90*	98*	-7	92*	-51	16	0	i
33	O=C(NCCO)C1CCN(C(=O)c2ccc(-c3ccccc3)cc2)CC1	2	1	7	0	6	-0.2	10	0	3	i
34	NC(=O)CC(NC(=O)c1ccccc1)c1ccc(NCCOc2ccccc2)c([N+](=O)[O-])c1 (configuration not stated)	-40	-5	-5	1	3	2.9	1	-2	11	i
35	COc1ccccc1N(CC(O)COc1c(C)cc(C)cc1C)S(=O)(=O)c1ccccc1 (configuration not stated)	4	-4	-17	1	7	4.3	-5	-8	-18	i
36	O=C(CSc1nc(=O)n(CCCN2CCOCC2)c2c1CCCC2)Nc1ccc(F)cc1	2	3	-3	2	7	0.2	-12	4	2	i
37	O=C(CCc1c[nH]c2ccccc12)OCc1cccc(C(F)(F)F)c1	5	0	-15	6	24	4.2	15	-3	3	i
38	Cc1cc(C)c(OCC(=O)Nc2ccc(NC(=O)c3ccco3)cc2)c([N+](=O)[O-])c1	-15	-3	-3	2	-3	-0.2	-1	9	4	i
39	COC(=O)CSc1nnc(CNC(=O)c2cc(OC)c(OC)c(OC)c2)n1C	1	1	-6	0	5	-1.9	0	-9	4	i
40	Cc1ccc(NC(=O)COC(=O)c2ccn(C)n2)cc1	-1	1	-1	0	7	-1.8	-5	11	0	i
41	Cc1cc(C(=O)Nn2cnnc2)ccc1[N+](=O)[O-]	-5	3	-6	-1	12	-1.2	-16	-3	0	i
42	CCC1(COC(=O)Nc2cccc(Cl)c2)COC1	-1	-1	-11	0	5	-1.1	-10	-6	-1	i
43	CC[C@@H](C)[C@@H]1CN([C@@H](C)CN2CCC[C@H]2CN2C(N)=NC[C@H]2C(C)C)C(=N)N1CCc1ccc(Cl)c(Cl)c1	-33	3	8	-5	-1	1.6	3	-2	2	i
44	N#Cc1ccc(NC(=S)Nc2ccccc2)cc1	-9	-3	-7	0	13	-0.5	-2	2	5	i
45	COc1ccc(S(=O)(=O)N2CCN(c3ncccn3)CC2)cc1OC	3	-1	-10	3	18	-0.3	7	1	2	i
46	Cc1ccccc1NC(=O)CSc1nc(O)cc(=O)n1C	15	2	-13	1	8	-0.6	-5	5	-1	i
47	COc1ccc(-c2cn(-c3ccc(SC(F)F)cc3)c3[n+]2CCC3)cc1OC	-2	-12	-8	1	5	-0.1	3	-6	-3	i
48	COc1ccccc1-c1cc(C(F)(F)F)n2ncc(S(=O)(=O)c3ccccc3)c2n1	-1	-5	-8	13	5	1.5	5	2	-4	i
49	Cc1ccccc1CS(=O)(=O)CCC(=O)NCc1ccccn1	1	1	-2	4	13	1.6	1	-2	1	i

# Compound activity deposited in PubChem BioAssay by Sanford-Burnham Center for Chemical Genomics.
